Compound activity (PubChem BioAssay)
AmpC inh no detg – qHTS Inhibitors of AmpC Beta-Lactamase (assay without detergent) | P00811 | AmpC nitrocefin hydrolysis, absorbance 480 nm, 0.0001% Triton | Potency, µM (series often up to 57.1 µM), for the others: at the top dose activity change, negative = inhibition, hits mostly inhibitors | 330,000 compounds, 0.52% hits | AID 485341, 2010;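 note: potency is the fitted concentration of half-maximal effect; plate controls were no compound for no effect and no enzyme for full effect; nearly all actives have a fitted effect of over 20% in size; some results filed as inactive show a strong effect at the top dose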
Target sequence (P00811 whole entry, looked up): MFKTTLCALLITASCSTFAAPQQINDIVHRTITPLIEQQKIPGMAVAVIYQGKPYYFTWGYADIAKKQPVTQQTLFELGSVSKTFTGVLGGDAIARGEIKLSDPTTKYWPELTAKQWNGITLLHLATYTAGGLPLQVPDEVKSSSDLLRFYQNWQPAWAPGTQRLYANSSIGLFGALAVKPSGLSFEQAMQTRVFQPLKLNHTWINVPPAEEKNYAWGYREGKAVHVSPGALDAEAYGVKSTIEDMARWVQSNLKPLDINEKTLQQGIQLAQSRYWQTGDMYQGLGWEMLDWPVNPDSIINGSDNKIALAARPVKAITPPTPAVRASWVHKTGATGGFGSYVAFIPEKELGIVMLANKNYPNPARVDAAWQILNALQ
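20 mM phosphate pH 7.0 + 0.01% (detergent screen) or 0.0001% Triton X-100; 5.3 nM AmpC reagent; cpd preinc 15 min RT; nitrocefin (800 uM stock) to start; A480 q20 s × 4 min; Activity was normalised to no-enzyme and no-compound control wells.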
AmpC inh detg – qHTS Inhibitors of AmpC Beta-Lactamase (assay with detergent); P00811; AmpC hydrolysis of nitrocefin, absorbance 480 nm, 0.01% Triton; Potency, µM (titrated, usually from 114 µM), for the others: top-dose activity change, negative = inhibition, most hits filed as inhibitors; 370,000 compounds, 0.041% hits; AID 485294, 2010;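 note: potency is the fitted concentration of half-maximal effect; 0% = no-compound wells and -100% = no-enzyme wells; nearly all actives have a fitted effect of over 25% in size; some results filed as inactive show a strong effect at the top dose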
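20 mM phosphate pH 7.0 + 0.01% (detergent screen) or 0.0001% Triton X-100; 5.3 nM AmpC reagent; cpd preinc 15 min RT; nitrocefin (800 uM stock) to start; A480 q20 s × 4 min; Activity was normalised to no-enzyme and no-compound control wells.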
HCMV antiviral – qHTS Assay for inhibitors of the human cytomegalovirus (HCMV). HFF cells, HCMV-luciferase reporter, 72 h; hits give low values. activity change, negative = inhibition, % at 57.5 µM. 410,000 compounds, 4.5% hits; in the data active = activity change below about -60%; inconclusive = no clear call, values can overlap the other calls; inactive = above about -39%
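Cell-based, HFFs, 1000 cells/well, 16 h 37C; cpds in DMSO + HCMV-luc, MOI 1 PFU/cell; 72 h 37C; OneGlo luminescence after 5 min RT; norm. to buffer vs Salinomycin 10uM.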
Sm TGR inh – qHTS Assay for the Inhibitors of Schistosoma Mansoni Peroxiredoxins; Potency, µM (doses to about 114 µM), without a hit: at the top dose activity change, negative = inhibition, hits mostly inhibitors; Schistosoma mansoni thioredoxin glutathione reductase (TGR), Q962Y6; 360,000 compounds, 3% hits; purified TGR, DTNB reduction, TNB absorbance 405 nm; note: potency is the fitted concentration of half-maximal effect; nearly all actives have a fitted effect of over 60% in size
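First, TGR (20 nM dispensed) and NADPH were mixed with compound. Second, a 15 min room-temperature incubation followed. Third, further NADPH and then DTNB were added to start the reaction. Finally, TNB absorbance was monitored kinetically.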
Giardia FBPA inh – qHTS Assay for Inhibitors of Fructose-1,6-bisphosphate Aldolase from Giardia Lamblia. Potency, µM (doses to about 59.6 µM), for inactives: at the highest dose activity, negative = inhibition, actives largely listed as inhibitors. 290,000 compounds, 0.71% hits. purified Giardia FBPA; note: potency is the fitted concentration of half-maximal effect; nearly all actives have a fitted effect of over 55% in size
Target sequence (A8B2U2 whole entry, looked up): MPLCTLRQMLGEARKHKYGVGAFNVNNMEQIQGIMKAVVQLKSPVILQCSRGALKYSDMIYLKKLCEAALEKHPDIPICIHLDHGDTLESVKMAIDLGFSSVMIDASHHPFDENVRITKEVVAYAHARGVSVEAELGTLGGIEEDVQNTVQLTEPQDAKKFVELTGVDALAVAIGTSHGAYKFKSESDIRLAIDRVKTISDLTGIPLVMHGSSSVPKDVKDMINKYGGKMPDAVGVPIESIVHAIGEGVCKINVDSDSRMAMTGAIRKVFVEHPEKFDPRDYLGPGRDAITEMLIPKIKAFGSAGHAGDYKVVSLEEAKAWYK
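40 nM FBPA preincubated 10 min at RT with compound (up to 57.5 uM final), then substrate plus GAPDH/TPI/NAD/arsenate coupling and diaphorase/resazurin added. Fluorescence read after 20 min at RT, 525/598 nm.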
AMA1 RON2 block – qHTS for Inhibitors of AMA1-RON; Towards Development of Antimalarial Drug Lead: Primary Screen; Plasmodium falciparum AMA1 (3D7) - RON2 peptide interaction; AlphaScreen AMA1-biotinylated RON2 peptide binding; Potency, µM (top dose mostly 58.2 µM), for inactives: top-dose activity change, negative = inhibition, actives largely listed as inhibitors; 360,000 compounds, 0.2% hits;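 note: potency is the fitted concentration of half-maximal effect; 0% = vehicle wells and -100% = peptide control; nearly all actives have a fitted effect of over 45% in size; some results filed as inactive show a strong effect at the top dose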
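AMA1 (3D7) with his tag at 25 nM final met compounds first, then biotinylated RON2 peptide at 25 nM; detection used donor plus acceptor beads, 10 µg/mL apiece, read by AlphaScreen after 30 min at room temperature.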
The depositor's hits bear a star; ? = inconclusive; . = not tested or not shown; & = joins results of further samples; [ ] = remark or other dose. Unless noted, calls come from the whole dose curve; as a rule, active = well fitted curve in the direction sought with a large enough effect; inconclusive = small, poorly fitted or top-dose-only effect, or another doubt; inactive = no such curve, though single readings can be large; an effect the other way counts as inactive or inconclusive. Unless noted, % is set by controls: 0 for no effect and ±100 for the full control effect.

Values run as follows: AmpC inh detg	AmpC inh no detg	Giardia FBPA inh	AMA1 RON2 block	HCMV antiviral	Sm TGR inh
CCOc1ccc(Nc2ncnc3c2nnn3Cc2ccccc2)cc1
 : ?	-16%	2%	-2%	-10	37%[activator]
COc1ccc(OC)c(N2Cc3ccccc3C2)c1
 : -1%	8%	?	-9%	-1	?
Cc1cccc(N(CC(=O)NC2CCCC2)C(=O)c2c(C)noc2C)c1
 : -1%	-3%	9%	6%	-17	-4%
COc1ccc(-c2cn[nH]c2N)cc1OC
 : -3%	-2%	-2%	-5%	-15	0%
COc1cccc(CNC(=O)c2cc(=O)[nH]c3ccc(S(=O)(=O)N4CCCCC4)cc23)c1
 : 19%	.	.	.	1	7%
CCOc1cc(CNC(=O)C(NS(=O)(=O)c2cccs2)C(C)C)cc(OCC)c1OCC (stereo unspecified)
 : -4%	.	.	.	3	2%
Cc1cc(C)n(CC(=O)N/N=C/c2ccco2)n1
 : 1%	-22%	3%	2%	4	-1%
N#CC(C#N)=C(Nc1ccccc1)c1ccccc1
 : 1%	-19%	-13%	9%	-3	4%
Cc1ccc2nc(-c3cccc(SC4CCCCC4)c3)c(NCc3ccccc3)n2c1
 : .	-16%	.	-3%&-2%	-22&6	.
CC12CC(O)C3c4ccc(O)cc4CCC3C1CC/C2=N\O (stereo unspecified)
 : -5%	-16%	1%	1%	32	-36%
Cc1cc2c(c(C)c1Br)C(c1ccc3c(c1)OCO3)CC(=O)O2 (stereo unspecified)
 : .	-11%	-17%[89.2 µM]	-21%	17	.
COc1ccccc1NC(=O)C(Cc1ccccc1)NS(=O)(=O)c1ccc2c(c1)CCN2C(C)=O (stereo unspecified)
 : 2%	.	.	.	-2	-4%
COc1ccccc1NC(=O)CSc1nnc(C)s1
 : -11%	-1%	-14%	9%	11	-21%
CSc1nnc(N2C(=O)C(O)=C(C(=O)c3ccc(C)o3)C2c2ccc(C)cc2)s1 (stereo unspecified)
 : -5%	-50%	.	16%	0	?
Cc1cc(OCC(=O)c2ccc(C(F)(F)F)cc2)n2cnnc2n1
 : ?	8%	11%	5%	33	13%
COc1ccc(OCC(=O)Nc2ccncc2)cc1
 : -14%	-15%	8%	-5%	0	0%
CCOc1ccc(C(C)C)cc1S(=O)(=O)N1CCOCC1
 : 8%	0%	10%	13%	19	7%
CCOC(=O)CC(NC(=O)c1cccs1)c1ccc(OCC)cc1 (stereo unspecified)
 : 4%	-9%	7%	8%	4	3%
OC[C@@H]1[C@@H](c2ccc(Cl)cc2)C(c2ccccc2)=NN1c1ccccc1
 : .	-29%	-14%[89.2 µM]	98%[activator]	-28	.
CCC(=O)N1CCc2cc(Br)cc(S(=O)(=O)CCC(=O)NCc3ccc(F)cc3)c21
 : 6%	.	.	.	-5	-20%
CSCCC(NC(=O)c1cc(CC(C)C)oc1C)C(=O)O (stereo unspecified)
 : -15%	-8%	2%	-6%	21	?
O=C(CN1C(=O)c2cccc3cccc(c23)C1=O)N1CCN(c2ccccn2)CC1
 : ?	-21%	4%	-7%	-13	-19%
CCCCNC(=O)CSc1nc(Cc2ccccc2)nc2ccccc12
 : 3%	33%	11%	0%	-30	28%
O=C(Nc1ccc(C(F)(F)F)cc1)c1cc(-c2cccnc2)nc2ccc(Br)cc12
 : 0%	-24%	2%	-1%	?	-10%
Cc1cccc(C)c1OCC(=O)NCC1COc2ccccc2O1 (stereo unspecified)
 : -2%	59%	.	9%	-2	-20%
Cc1ccc(C(=O)Nc2cc(C)c(OCC(=O)N3CCOCC3)c(C)c2)cc1
 : 0%	24%	3%	-16%	68	1%
O=C(CN1CCC(NC(=O)Nc2ccccc2)CC1)Nc1ccccc1F
 : -10%	-18%	4%	28%	-16	-18%
CCC(C)NC(=O)Cn1ncc2c(C)n(Cc3ccc(F)cc3)c(C)c2c1=O (stereo unspecified)
 : 10%	.	.	.	20	-1%
COc1ccc(C2=NC(c3ccccc3)=Nc3ccc(C)cc3N2)cc1
 : 2%	.	.	.	-15	1%
CCN1CC(CN(C)Cc2nc(-c3ccc(C(F)(F)F)cc3)no2)CC1=O (stereo unspecified)
 : -1%	161%[activator]	2%	14%	?	-14%[57.1 µM]
COc1cc(C(=O)Nc2cccc(OCc3cc(=O)n4c(C)csc4n3)c2)cc(OC)c1OC
 : -1%	.	.	.	11	0%
COc1ccc(CNC(=O)c2cc3cccc4c3n2CC(C)S4)cc1OC (stereo unspecified)
 : -9%	.	.	.	0	-1%
CC(=O)c1ccc(OCC(=O)OCc2cc(-c3ccco3)on2)cc1
 : -2%	-31%	.	7%[11.6 µM]	-3	50µM*
COc1ccc(F)cc1S(=O)(=O)N1CCC2(CC1)OCCN2S(=O)(=O)c1cccs1
 : ?	-18%	.	3%	-35	-3%
Cc1cc(C)c(S(=O)(=O)O)c(C)n1
 : -11%	-28%	8%	-6%	-6	?
CCC1(c2ccc(F)cc2)NC(=O)N(CC(=O)N2c3ccccc3NC(=O)C2(C)C)C1=O (stereo unspecified)
 : ?	-21%	.	7%	-22	0%
CN(C)C(=O)CCc1ccc2c3c([nH]c2c1)[C@]1(CCC2CCCC2)[C@@H](C(=O)N2CCOCC2)C[C@H](CC(=O)NCCCn2ccnc2)C(=O)N1CC3
 : .	214%[activator]	.	-10%	16	.
COc1ccc(OCCCCn2c(-c3ccc(Cl)cc3)nc3ccccc3c2=O)cc1
 : -2%	.	.	.	0	-11%
COc1ccc(-c2cc(=O)oc3cc(OC(C)C(=O)NCCCn4ccnc4)ccc23)cc1 (stereo unspecified)
 : -13%	111%[activator]	-5%	-4%	-20	-8%
c1cn(CCCNc2ncnc3nc[nH]c23)cn1
 : ?	3%	-12%	0%	4	-1%
Cn1c(=O)c2c(nc(CN3CCN(C(=O)c4ccco4)CC3)n2Cc2ccccc2)n(C)c1=O
 : 2%	?	2%	-8%	52	0%
Cc1cc(N2CCOCC2)nc(SCC(=O)OCc2ccccc2)n1
 : -8%	12%	-1%	-20%	5	-1%
Cc1ccc(S(=O)(=O)N(CC(=O)Nc2cccc([N+](=O)[O-])c2)Cc2ccc(Cl)cc2)cc1
 : -15%	-32%	-13%	-11%	-20	3%
NC(=O)C1CCN(c2cc(Cl)ccc2[N+](=O)[O-])CC1
 : 3%	0%	5%	-5%	?	10%
CCSc1nnc(SCC(=O)c2c(N)n(C)c(=O)n(C)c2=O)s1
 : -7%	-17%	.	-1%	-39	-5%
NC(N)=NS(=O)(=O)c1ccc(NC(=S)NC(=O)c2ccccc2)cc1
 : -7%	-17%	?	26%	0	16µM*
Cc1ccc(C)c(Cn2cnc3c(cnn3C(C)(C)C)c2=O)c1
 : ?	22%	7%	5%	?	15%
O=S(=O)(NCc1ccccc1Cl)c1ccc(-n2cccn2)cc1
 : -13%	-35%	.	9%	-7	0%
CN(C)c1ccc(C(C(=O)NC(C)(C)C)N(C(=O)c2csnn2)C2CC2)cc1 (stereo unspecified)
 : 14%	7%	-26%	-13%	29	0%
Cc1csc(NC(=O)c2ccc(C)c(S(=O)(=O)N3CCOCC3)c2)n1
 : -5%	-18%	-2%	.	?	0%
CN(C(=O)c1c(Cl)cnn1C)C12CC3CC(CC(C3)C1)C2
 : 5%	6%	7%	-5%	-19	0%
CNC(C)C(=O)NC(C(=O)N1CCCC1C(=O)Nc1ccc2ncccc2c1)C(C)C (stereo unspecified)
 : 3%	2%	.	19%	-37	-23%
Cc1cc(SCC(N)=O)nc(SCC(=O)c2ccccc2)n1
 : 2%	-5%	4%	14%	28	-2%
O=C(CCN1CCN(c2ccccc2F)CC1)Nc1cccc(F)c1
 : -14%	1%	-1%	7%	-2	-1%
CC(C)c1ccc(CNc2ccc(N3CCOCC3)cc2)cc1
 : ?	82%[activator]	-28%	?	18	-11%

Some of these compounds in order of heavy-atom count, smallest number first:
Values run as follows: AmpC inh detg	AmpC inh no detg	Giardia FBPA inh	AMA1 RON2 block	HCMV antiviral	Sm TGR inh
CCOc1ccc(C(C)C)cc1S(=O)(=O)N1CCOCC1
 : 8%	0%	10%	13%	19	7%
Cc1ccc(C)c(Cn2cnc3c(cnn3C(C)(C)C)c2=O)c1
 : ?	22%	7%	5%	?	15%
Cc1ccc(C(=O)Nc2cc(C)c(OCC(=O)N3CCOCC3)c(C)c2)cc1
 : 0%	24%	3%	-16%	68	1%

Ordered by molecular weight (low to high): 13 of the compounds above.
Values run as follows: AmpC inh detg	AmpC inh no detg	Giardia FBPA inh	AMA1 RON2 block	HCMV antiviral	Sm TGR inh
Cc1cc(C)c(S(=O)(=O)O)c(C)n1
 : -11%	-28%	8%	-6%	-6	?
c1cn(CCCNc2ncnc3nc[nH]c23)cn1
 : ?	3%	-12%	0%	4	-1%
NC(=O)C1CCN(c2cc(Cl)ccc2[N+](=O)[O-])CC1
 : 3%	0%	5%	-5%	?	10%
Cc1ccc(C)c(Cn2cnc3c(cnn3C(C)(C)C)c2=O)c1
 : ?	22%	7%	5%	?	15%
Cc1cc(SCC(N)=O)nc(SCC(=O)c2ccccc2)n1
 : 2%	-5%	4%	14%	28	-2%
O=C(CCN1CCN(c2ccccc2F)CC1)Nc1cccc(F)c1
 : -14%	1%	-1%	7%	-2	-1%
O=S(=O)(NCc1ccccc1Cl)c1ccc(-n2cccn2)cc1
 : -13%	-35%	.	9%	-7	0%
Cc1cc(N2CCOCC2)nc(SCC(=O)OCc2ccccc2)n1
 : -8%	12%	-1%	-20%	5	-1%
NC(N)=NS(=O)(=O)c1ccc(NC(=S)NC(=O)c2ccccc2)cc1
 : -7%	-17%	?	26%	0	16µM*
COc1ccc(CNC(=O)c2cc3cccc4c3n2CC(C)S4)cc1OC (stereo unspecified)
 : -9%	.	.	.	0	-1%
CCC1(c2ccc(F)cc2)NC(=O)N(CC(=O)N2c3ccccc3NC(=O)C2(C)C)C1=O (stereo unspecified)
 : ?	-21%	.	7%	-22	0%
COc1ccc(-c2cc(=O)oc3cc(OC(C)C(=O)NCCCn4ccnc4)ccc23)cc1 (stereo unspecified)
 : -13%	111%[activator]	-5%	-4%	-20	-8%
CN(C)C(=O)CCc1ccc2c3c([nH]c2c1)[C@]1(CCC2CCCC2)[C@@H](C(=O)N2CCOCC2)C[C@H](CC(=O)NCCCn2ccnc2)C(=O)N1CC3
 : .	214%[activator]	.	-10%	16	.

No enrichment for hits. About 7.8% of those tested had a hit in this group.
